BLM helicase inh – qHTS Assay for Inhibitors of Bloom's syndrome helicase (BLM); AID 2528, 2010; actives 0.2% (n = 350,000); Potency, µM (highest dose often 56.1 µM), for the others: at the highest dose activity change, negative = inhibition, most hits filed as inhibitors; RecQ-like DNA helicase BLM (Homo sapiens), P54132; recombinant BLM DNA unwinding, fluorescence dequenching;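 note: potency is the fitted concentration of half-maximal effect; plate controls were vehicle for no effect and no enzyme for full effect; nearly all actives have a fitted effect of over 35% in size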
Pol iota inh – qHTS for Inhibitors of Polymerase Iota; DNA polymerase iota (Homo sapiens), Q9UNA4; Pol iota fluorescent replication assay, 10 min; Potency, µM (series often up to 115 µM), inactives show top-dose activity, negative = inhibition, usual class: inhibitors; actives 1% (n = 390,000); AID 588590, 2011; note: potency is the fitted concentration of half-maximal effect
Target sequence (Q9UNA4 whole entry, looked up): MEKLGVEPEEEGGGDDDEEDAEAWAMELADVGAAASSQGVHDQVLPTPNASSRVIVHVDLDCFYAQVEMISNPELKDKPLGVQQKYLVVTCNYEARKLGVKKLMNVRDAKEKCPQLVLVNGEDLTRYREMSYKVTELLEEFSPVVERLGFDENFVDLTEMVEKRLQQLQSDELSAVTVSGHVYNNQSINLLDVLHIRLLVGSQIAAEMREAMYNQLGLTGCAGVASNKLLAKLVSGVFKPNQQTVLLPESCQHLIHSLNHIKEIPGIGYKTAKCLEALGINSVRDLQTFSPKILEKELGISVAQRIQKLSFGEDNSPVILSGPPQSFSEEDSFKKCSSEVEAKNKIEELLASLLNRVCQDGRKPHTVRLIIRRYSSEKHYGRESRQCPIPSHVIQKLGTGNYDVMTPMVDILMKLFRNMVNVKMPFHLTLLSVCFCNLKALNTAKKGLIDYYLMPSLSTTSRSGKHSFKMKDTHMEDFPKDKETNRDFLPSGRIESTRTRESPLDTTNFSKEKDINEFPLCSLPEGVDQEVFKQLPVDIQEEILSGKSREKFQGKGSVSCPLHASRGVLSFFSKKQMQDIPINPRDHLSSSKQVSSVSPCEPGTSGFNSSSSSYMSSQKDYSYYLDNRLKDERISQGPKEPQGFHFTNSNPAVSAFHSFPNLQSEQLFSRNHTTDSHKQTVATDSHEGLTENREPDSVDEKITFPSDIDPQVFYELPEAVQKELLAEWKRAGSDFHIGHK
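Pol iota at 10 nM preincubated 15 min with compounds at room temperature; reaction started with fluorescent substrate, 50 nM final. Fluorescence read kinetically at 0 and 10 min; buffer-only wells as negative control.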
LDHA inh – qHTS assay for inhibitors of human lactate dehydrogenase; activity change, % (values are at about 110 or 230 µM); actives 0.15% (n = 480,000); purified LDHA, NADH/diaphorase-resazurin fluorescence; hits give low values; in the data active = activity change below about -30%; inconclusive = mostly about -25% to -30%;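 note: plate controls were DMSO wells for no effect and wells without enzyme for full effect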
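Remaining NADH was detected by diaphorase (0.133 mg/mL) converting 37 µM resazurin to fluorescent resorufin, read at 0 and 20 minutes. The preceding 5-minute room-temperature reaction used 2 nM LDHA, 0.2 mM sodium pyruvate and 0.06 mM NADH at pH 7.4.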
Anesthetic bind – qHTS Assay for Identification of Novel General Anesthetics | Ferritin light chain (Equus caballus), P02791 | apoferritin/1-aminoanthracene competitive binding, fluorescence | Potency, µM (doses to about 77.5 µM), inactives show at the highest dose activity change, negative = displacement, hits mostly inhibitors | actives 0.074% (n = 350,000); note: potency is the fitted concentration of half-maximal effect; % is set by controls: 0 for no effect and ±100 for the full control effect; nearly all actives have a fitted effect of over 20% in size
Target sequence (P02791 2-175 limits assumed): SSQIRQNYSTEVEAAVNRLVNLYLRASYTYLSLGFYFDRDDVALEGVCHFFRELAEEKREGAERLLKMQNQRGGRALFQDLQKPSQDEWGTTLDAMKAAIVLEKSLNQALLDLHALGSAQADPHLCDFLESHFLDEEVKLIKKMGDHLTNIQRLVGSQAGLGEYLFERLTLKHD
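In PBS, apoferritin at 10 uM is loaded with 1-AMA from a 50% saturated solution. After 10 min of compound exposure at ambient temperature, reduced 535 nm fluorescence indicates probe displacement.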
Pol eta inh – qHTS for Inhibitors of Polymerase Eta; recombinant Pol eta, fluorescent DNA replication assay; Potency, µM (highest dose often 114 µM), without a hit: top-dose activity change, negative = inhibition, hits mostly inhibitors; actives 1.2% (n = 390,000); note: potency is the fitted concentration of half-maximal effect; % is set by controls: 0 for no effect and ±100 for the full control effect
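Pol eta at 10 nM preincubated with compounds 15 min at room temperature; reaction started with fluorescent substrate (50 nM final) and read kinetically at 0 and 10 min.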
Pol kappa inh – qHTS for Inhibitors of Polymerase Kappa. DNA polymerase kappa (Homo sapiens), Q9UBT6. purified Pol kappa, fluorescent DNA synthesis assay, 10 min. Potency, µM (highest dose often 107 µM), for inactives: at the top dose activity, negative = inhibition, hits mostly inhibitors. actives 0.53% (n = 400,000). AID 588579, 2011; note: potency is the fitted concentration of half-maximal effect; % is set by controls: 0 for no effect and ±100 for the full control effect
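Pol kappa 10 nM + cpd, 15 min RT; start w/ substrate 50 nM final; fluorescence kinetic read, 0 and 10 min. Neg ctrl: buffer, no enzyme.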
Glioma ERSR ind – qHTS for Inducers of the Endoplasmic Reticulum Stress Response (ERSR) in Human Glioma: qHTS; U87-MG GRP78 promoter luciferase reporter, 16 h; Potency, µM, inactives show top-dose activation, actives largely listed as activators; actives 0.02% (n = 420,000); note: potency is the fitted concentration of half-maximal effect; series mostly up to about 76 µM; % of control where 0% means no effect; nearly all actives have a fitted effect of over 35% in size
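Stably transfected U87-MG human glioma cells carrying a GRP78-based luminescent sensor were seeded at 1000 cells/well, pin-dosed with compounds and incubated 16 h. Luciferase reagent was then added, and end-point luminescence was read after 10 min at room temperature.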
POLB inh – qHTS Assay for Inhibitors of DNA Polymerase Beta | Pol beta primer extension/strand displacement, fluorescence kinetic | actives 1.3% (n = 340,000) | Potency, µM (titrated, usually from 114 µM), inactives show at the top dose activity change, negative = inhibition, hits mostly inhibitors | P06746; note: potency is the fitted concentration of half-maximal effect; % is set by controls: 0 for no effect and ±100 for the full control effect
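10 nM enzyme + cpd, 15 min RT; start with substrate 50 nM final; read 0 min and after 10 min RT. Corrected, normalized data; 4-parameter Hill curve fit.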
APE1 inh – qHTS Assay for Inhibitors of the Human Apurinic/apyrimidinic Endonuclease 1 (APE1); actives 0.35% (n = 350,000); Potency, µM (doses to about 65.8 µM), inactives show at the top dose activity change, negative = inhibition, most hits filed as inhibitors; recombinant APE1, TAMRA/BHQ-2 abasic DNA cleavage fluorescence; DNA repair nuclease/redox regulator APEX1 (Homo sapiens), P27695;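 note: potency is the fitted concentration of half-maximal effect; plate controls were vehicle for no effect and reference inhibitor for full effect; nearly all actives have a fitted effect of over 55% in size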
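Kinetic fluorescence read (525 ex/598 em nm, three reads 60 s apart) of AP-site incision; signal = third minus first read. Enzyme 0.75 nM, dual-labelled THF duplex 50 nM, compound preincubation 15 min RT.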
* marks the source's active call; other numbers are inactive results; ? = inconclusive; . = not tested or not shown; & = joins results of further samples; [ ] = remark or other dose. Unless noted, calls come from the whole dose curve; as a rule, active = well fitted curve in the direction sought with a large enough effect; inconclusive = small, poorly fitted or top-dose-only effect, or another doubt; inactive = no such curve, though single readings can be large; an effect the other way counts as inactive or inconclusive. Not all compounds are listed. The share of hits here may be higher or lower than overall.

SMILES	BLM helicase inh	Pol iota inh	LDHA inh	Anesthetic bind	Pol eta inh	Pol kappa inh	Glioma ERSR ind	POLB inh	APE1 inh
O=C(Nc1ccc(O)c(-c2nc3ccccc3o2)c1)C1(c2ccc([N+](=O)[O-])cc2)CCCC1	-3%	50%[activator]	-4	6%	-14%	-8%	-4%	-7%[57.1 µM]	-8%
CCN(c1ccc(OC)cc1)S(=O)(=O)c1nnc(NC(=O)CC(C)C)s1	-5%	12%	-2	3%	-7%	-8%	-2%	3%	23%
COc1ccccc1C(=O)NCC(=O)NCCSc1ccc(Br)cc1	.	22%	-5	.	-7%	-3%	0%	.	-11%
CC/C(=N\NC(=O)c1ccncc1)C12CC3CC(CC(C3)C1)C2	-4%	-3%	-4	-6%	-12%	7%	0%	-2%	1%
O=C(O)C1CCCCC1C(=O)NCCc1ccc(Cl)cc1 (configuration not stated)	0%	6%	-3	9%	-12%	-4%	-3%	-10%	1%
C/C(=N/NC(=O)c1ccc2c(c1)OCO2)c1ccc(NC(=O)C(F)(F)F)cc1	-6%	13%	-7	0%	-9%	-7%	4%	-16%	-1%
Cc1ccc(CSc2nc3cccnc3n2Cc2ccc(C(=O)NCc3cccs3)cc2)cc1	-3%	3%	-10	-5%	5%	-5%	-2%	33%	.
Cc1ccc(C)c(NC(=O)CCOc2ccccc2)c1	-4%&0%	44%&12%[activator]	-12&-2	-3%&-14%	-20%&-8%	-3%&2%	2%&-2%	53%&4%	-5%
COc1ccc(/C=N/NC(=O)c2cccc([N+](=O)[O-])c2)c2ccccc12	-19%	3%	-7	3%	-17%	-4%[60.1 µM]	-1%	40%	-23%
COc1ccccc1Oc1ccc2c(c1)C(=O)N(c1ccc(C)cc1)C2=O	-1%	0%	-3	-12%	-8%	-14%	2%	20%	-3%
Cc1cccc(-n2cnc3cc(C(=O)NC4CCCCCC4)ccc32)c1	-7%	-10%	-5	103%[activator]	-7%	-1%[60.1 µM]	-4%	-8%	.
CCN(CC(=O)Nc1c(F)cccc1F)C(=O)C1Cc2ccccc2CN1S(=O)(=O)CC (configuration not stated)	.	27%	-2	.	-14%	-19%	-4%	.	17%
COc1ccc(Oc2ncc3nc(CCc4ccccc4)c(=O)n(C[C@H]4CCCO4)c3n2)cc1	-7%	.	.	.	.	-7%[60.1 µM]	-2%	.	-2%
Cc1ccc(C)c(N2CCN(C(=O)CCCOc3cc(=O)n(C)c4ccccc34)CC2)c1	-1%	-4%	2	-7%	-14%	-12%	-3%	0%	-4%
CCOC(=O)C1=C(O)/C(=C/c2cc(C)n(-c3ccccc3)c2C)N=C1C	-9%	53%[activator]	10	-1%	?	-9%	-2%	8%	0%
COC(=O)Cc1nc2ccccc2[nH]1	-4%	1%	1	-16%	-1%	-20%	7%	-14%	?
Cc1ccc(NC(=O)CCn2c(=S)oc3ccccc32)cc1F	-20%	14%	-7	-1%	-1%	11%	4%	-22%	-6%
CCc1cccc(C)c1NC(=O)CN1C(=O)C2(SCC(=O)N2c2cccc(F)c2)c2ccccc21 (configuration not stated)	-7%	5%	-4	49%[activator]	-11%	-13%	-2%	-1%	.
COc1ccc(NC(=O)COc2ccc(C(=O)OCC(=O)N(C)C3CCS(=O)(=O)C3)cc2OC)cc1 (configuration not stated)	0%	55%[activator]	-2	3%	-14%	-3%	-3%	10%	16%
CC(C)c1ccc(NC(=O)C2C3C=CC4(CN(CCCN5CCOCC5)C(=O)C24)O3)cc1 (configuration not stated)	-2%	-4%	-3	-3%	-5%	7%	1%	0%	1%
NC(=NCc1ccccc1)C(N=Nc1ccccc1)C(=O)NCc1ccccc1 (configuration not stated)	.	23%	2	.	-22%	0%	-5%	.	.
Cc1ccc(C(=O)Oc2ccc(Cl)c3cccnc23)cc1[N+](=O)[O-]	-5%	22%	14	?	-4%	-7%	-9%	11%	1%
CC1(C)CCC(=O)N(c2ccc(OC(F)(F)F)cc2)C1=O	-3%	23%	-5	6%	-5%	-14%	-4%	3%	-10%
CCCCNc1ncnc2c1cnn2-c1ccc(C)cc1C	-4%	27%	2	-4%	-16%	12%	4%	-16%	-1%
C[C@H](CO)N1C[C@H](C)[C@@H](CN(C)C(=O)Nc2ccc3c(c2)OCO3)Oc2c(NS(=O)(=O)c3ccccc3)cccc2C1=O	.	22%	1	.	-9%	-6%	2%	.	2%
CC1CCN(c2ccc3c(c2)S(=O)(=O)c2cccc(C(=O)NC[C@@H]4CCCO4)c2C3=O)CC1	.	3%	2	.	-21%	-4%	12%	.	20%
COc1ccc(NC(=O)COC(=O)Cn2cnc3ccccc3c2=O)cc1OC	-1%	52%[activator]	-3	1%	-17%	0%	-5%	41%	1%
COC(=O)c1cc(Br)c(=O)n(-c2ccccc2F)c1	-1%	-43%	-5	-8%	0%	-2%	-1%	7%	-1%
CC1CCN(C(=O)CSc2nc3c(c(=O)n(C)c(=O)n3C)n2C)CC1	0%	34%[activator]	-2	-7%	0%	-3%	-6%	0%	28%
Cc1ccc(NC(=O)COC(=O)Cc2c(F)cccc2Cl)cc1S(=O)(=O)N1CCOCC1	.	14%	-10	.	-16%	-12%	-3%	.	-10%
CCCCN(C(=O)c1cc(S(=O)(=O)N2CCCCCC2)ccc1OC)c1ccccc1	.	125%[activator]	-4	.	-29%	-7%	0%	.	2%
CC(C)Oc1ccc(C(=O)CCN2CCOCC2)cc1	.	26%	-4	.	-16%	7%	-15%	.	.
O=C(C1CCCC1)N1CCN(S(=O)(=O)c2cccc(Cl)c2Cl)CC1	-5%	-19%	-2	-11%	-1%	-8%	-11%	15%	36%
CCn1cc(/C=C(\NC(=O)c2ccc(OC)cc2)C(=O)NCCCn2ccnc2)c2ccccc21	0%	?	3&-1	-6%	-5%&-6%	-26%	-6%&1%	-1%	.
Brc1ccc(Nc2c3c(nc4ncnn24)CCC3)cc1	1%	36%[activator]	2	4%	-14%	0%	-3%	-18%	5%
O=C(Nc1ccncc1)c1cncc(Br)c1	0%	19%	1	-2%	0%	-4%	-2%	15%	-2%
Fc1ccc(CSc2nc3ncc(Br)cc3[nH]2)cc1	-8%	2%	-4	-9%	?	-15%	-5%	?	7%
CCN1C(=O)[C@H]2[C@H]3[C@H](O)[C@H](O)C/C(=N/OC/C=C(\C)CCC=C(C)C)[C@@H]3CC[C@@H]2C1=O	1%[12.4 µM]	.	.	2%[15.3 µM]	.	.	1%	.	-11%[12.4 µM]
COc1ccc(Cc2c(O)nc(SCC(=O)NC(C)(C)C)[nH]c2=O)cc1	3%	118%[activator]	-3	-13%	-13%	-10%	-1%	55%	18%
Cc1ccc(N2CC(NC(=O)C3CCCCC3)CC2=O)cc1C (configuration not stated)	0%	23%	-1	-8%	-6%	-8%[60.1 µM]	-2%	?	.
O=C(c1ccccc1)c1ccc(Oc2ccc(C(=O)O)c(C(=O)O)c2)cc1	-11%	-17%	-1	-5%	-11%	-10%	-4%	?	32%
Cc1[nH]c2ccccc2c1C(=O)COC(=O)c1nccnc1N	.	22%	0	.	6%	2%	4%	.	15%
O=C(CN1C(=O)/C(=C/c2ccccc2F)Oc2ccccc21)N1CCN(c2ccccn2)CC1	0%	164%[activator]	-8	6%	3%	-13%	-1%	27%	4%
Cc1nn(C)c(NC(=O)c2ccccc2Cl)c1Cl	2%	-4%	-4	0%	-27%	4%[60.1 µM]	5%	5%	24%
O=C(Nc1ccccc1)c1ccccc1N=Cc1cccc(O)c1	-8%	14%	-4	75%[activator]	-3%	-9%	0%	?	21%
COc1ccc(/C(N)=N/OC(=O)Oc2ccccc2)cc1OC	1%	-3%	2	2%	-7%	-19%	-1%	41%	1%
COc1cc(NC(=O)CC(C)S(=O)(=O)c2ccc3c(c2)NC(=O)CO3)cc(OC)c1OC (configuration not stated)	1%	23%	-5	-6%	14%	-4%	3%	4%	4%
COCCCn1c(=O)c2sccc2n2c(CCCC(=O)Nc3ccc(F)c(F)c3)nnc12	-1%	-19%	0	2%	-7%	-13%	-5%	27%	.
Cc1cc(C)c(Cn2c(CCNC(=O)c3ccco3)nc3ccccc32)c(C)c1	-7%	-10%	7	2%	-4%	0%	1%	-21%	.
CC(=O)C1C(c2cccc(F)c2)c2c(n[nH]c2C)CC1(C)O (configuration not stated)	1%	1%	0	3%	33%[activator]	-1%	-2%	-16%	1%
Cc1nnc(Sc2nc3ccccc3o2)c2ccccc12	0%	4%	-3	-6%	-6%	-5%	?	?	-4%
Cc1[nH]c2ccccc2c(=O)c1CN(C)Cc1ccccc1	-8%	-6%[58.9 µM]	-1	-1%	11%	-1%	1%	4%	1%

One compound at a time, from the list above. Screens in order: BLM helicase inh	Pol iota inh	LDHA inh	Anesthetic bind	Pol eta inh	Pol kappa inh	Glioma ERSR ind	POLB inh	APE1 inh
Cc1ccc(C(=O)Oc2ccc(Cl)c3cccnc23)cc1[N+](=O)[O-] is listed as -5%	22%	14	?	-4%	-7%	-9%	11%	1%
COc1ccc(Oc2ncc3nc(CCc4ccccc4)c(=O)n(C[C@H]4CCCO4)c3n2)cc1 is listed as -7%	.	.	.	.	-7%[60.1 µM]	-2%	.	-2%

Screening results (PubChem)
